Screening results deposited in PubChem by National Center for Advancing Translational Sciences (NCATS).
HTT ATP protect = cytoprotection in Huntington HTT-Q103 PC12 cell model; AID 1471; actives 0.14% (n = 230,000); PC12 HTT-Q103 induced, cytoprotection, ATP luminescence, 40 h; Potency, µM (titrated, usually from 56.4 µM), for the others: cytoprotection (ATP increase), most hits filed as activators;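 also: potency is read from the fitted curve at half-maximal effect; % of control where 0% means no effect; nearly all actives have a fitted effect of over 45% in size; toxic huntingtin expression switched on by the ecdysone agonist tebufenozide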
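Stable PC12 Q103-GFP cells in serum-supplemented, phenol red-free DMEM; induction by tebufenozide at 100 nM final; compound dose series; cell viability quantified luminescently from ATP.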
CBFb RUNX1 block = blocks binding between human CBF-beta and RUNX1 | Q01196+Q13951 | AlphaScreen CBFb-His/RUNX1-biotin binding, biochemical | Potency, µM (series often up to 59.8 µM), for the others: top-dose activity, negative = inhibition, actives largely listed as inhibitors | 230,000 tested, under 10 active; also: % of control where 0% means no effect
Target sequence (Q01196 whole entry, looked up): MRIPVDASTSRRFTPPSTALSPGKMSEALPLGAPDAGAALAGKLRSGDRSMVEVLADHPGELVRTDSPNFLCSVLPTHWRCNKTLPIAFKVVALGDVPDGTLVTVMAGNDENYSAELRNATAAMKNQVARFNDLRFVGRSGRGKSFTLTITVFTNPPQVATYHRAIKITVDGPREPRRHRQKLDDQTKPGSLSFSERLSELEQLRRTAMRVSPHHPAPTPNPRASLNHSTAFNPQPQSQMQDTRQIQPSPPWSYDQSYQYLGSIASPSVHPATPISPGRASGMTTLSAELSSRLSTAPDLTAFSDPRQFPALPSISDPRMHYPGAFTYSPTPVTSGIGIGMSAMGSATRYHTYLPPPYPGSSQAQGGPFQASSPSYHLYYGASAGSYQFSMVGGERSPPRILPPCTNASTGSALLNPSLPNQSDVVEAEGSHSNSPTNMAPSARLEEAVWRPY
Target sequence (Q13951 whole entry, looked up): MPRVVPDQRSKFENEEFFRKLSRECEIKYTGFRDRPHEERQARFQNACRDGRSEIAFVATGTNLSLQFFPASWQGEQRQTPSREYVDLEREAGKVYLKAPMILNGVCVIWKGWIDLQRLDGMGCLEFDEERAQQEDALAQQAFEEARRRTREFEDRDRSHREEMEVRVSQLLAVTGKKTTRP
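CBFb-His/RUNX1-biotin, 30 nM each, preincubated 20 min RT; compound 15 min RT; Ni + streptavidin beads 50 ng each, 90 min RT; AlphaScreen read.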
GAA glycogen = inhibitors or activators of human alpha-glucosidase glycogen cleavage. P10253. recombinant GAA, glycogen substrate, Amplex Red glucose oxidase fluorescence. Potency, µM (highest dose often 76.4 µM), inactives show at the highest dose activity change, negative = inhibition, most hits filed as inhibitors. actives 0.38% (n = 300,000);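 also: potency is read from the fitted curve at half-maximal effect; 0% = full enzyme reaction and -100% = no-enzyme basal signal; the screen sought inhibitors and activators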
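qHTS, 1536-well; enzyme 4 nM final; cpd up to 77 uM; substrate bovine liver glycogen 30 ug; 50 mM citrate/phosphate pH 5.0, 0.01% Tween-20; 37 C, 40 min; Amplex Red detection 45 min RT; Hill fit → AC50.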
GAA inhib = blocks human lysosomal alpha-glucosidase. P10253. purified human GAA, 4-MU-alpha-glucoside fluorescence. Potency, µM (titrated, usually from 76.9 µM), without a hit: at the highest dose activity change, negative = inhibition, actives largely listed as inhibitors. actives 0.005% (n = 200,000). AID 1466;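 also: potency is read from the fitted curve at half-maximal effect; plate controls were uninhibited enzyme wells for no effect and no-enzyme background for full effect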
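Human enzyme at 4 nM with 400 uM 4-methylumbelliferyl-alpha-D-pyranoside, citrate/phosphate buffer pH 5.0, 0.005% Tween-20, 20 min at room temperature. Compounds up to 77 uM. 4-MU fluorescence (Ex 365/Em 440) read after NaOH/glycine stop; AC50 from Hill fit.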
HttQ103 aggreg = reduces HttQ103-GFP aggregates in PC12 cells; PC12 HttQ103-GFP aggregates, Acumen cytometry, 40 h; Potency, µM (series often up to 46.1 µM), for inactives: at the top dose activity change, negative = inhibition, most hits filed as inhibitors; actives 1.1% (n = 220,000); also: potency is read from the fitted curve at half-maximal effect; % is scaled to controls: 0 for no effect and ±100 for the full control effect; nearly all actives have a fitted effect of over 60% in size
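Ecdysone-promoter PC12 model expressing HTT exon 1 Q103 fused to GFP, induced by tebufenozide at 100 nM final. Compounds titrated; aggregates sized 1–25 µm scored on a 488 nm laser cytometer.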
LMNA splice mod = modulators of lamin A splicing; HeLa LMNA splicing GFP/RFP minigene ratio, 48 h; Potency, µM (highest dose often 46.1 µM), for inactives: at the top dose ratio change, negative = inhibition, most hits filed as inhibitors; actives 0.01% (n = 200,000); AID 1487; active = well fitted inhibition curve with a large enough effect in the signal ratio, with a control signal flat, not every such curve was filed as active; inconclusive = small, poorly fitted or top-dose-only effect, or effect the other way, or a change in a side signal; the % refers to the signal ratio; also: potency is read from the fitted curve at half-maximal effect; % is scaled to controls: 0 for no effect and ±100 for the full control effect
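S3 HeLa cells stably expressing lamin A-EGFP splicing minigene plus DsRed2, 600 cells/well, 48 h compound exposure at 37C. Laser-scanning cytometry; analysed as GFP (500-530 nm)/RFP (575-640 nm) total intensity ratio; 0.5% DMSO vehicle.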
aGlu spleen mod = inhibitors or activators of human alpha-glucosidase in spleen homogenate | P10253 | human spleen homogenate, 4-MU-alpha-glucoside fluorescence | Potency, µM (series often up to 79.9 µM), for inactives: top-dose activity change, negative = inhibition, actives largely listed as inhibitors | actives 0.006% (n = 240,000);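 also: potency is read from the fitted curve at half-maximal effect; 0% = enzyme with vehicle and -100% = no enzyme basal signal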
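Compounds were titrated against alpha-glucosidase in spleen homogenate at pH 5.0, with 1 mM 4-methylumbelliferyl substrate for 40 min at 37 C. Reactions were quenched with pH 10 NaOH/glycine and fluorescence measured.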
The depositor's hits bear a star; u = inconclusive; x = no result given; & = joins results of further samples; [ ] = another dose, or the depositor's remark. Unless noted, calls follow the shape of the dose curve; as a rule, active = well fitted curve in the direction sought with a large enough effect; inconclusive = small, poorly fitted or top-dose-only effect, or another doubt; inactive = no such curve, though single readings can be large; an effect the other way counts as inactive or inconclusive.

structure | HTT ATP protect | CBFb RUNX1 block | GAA glycogen | GAA inhib | HttQ103 aggreg | LMNA splice mod | aGlu spleen mod
CC(C)c1cc(C(=O)N/N=C/c2cccnc2)cs1 | x | 6% | 8% | 11% | 10% | 13% | 1%
O=C(Nc1cccc(Cl)c1)N(Cc1nc2ccccc2c(=O)[nH]1)C1CCCC1 | 1%[10 µM] | 2% | -10% | -14% | 26% | 2% | -10%
CCC1CC(CSC(=N)N)OC1=O (stereo not drawn) | 15%[10 µM] | 0% | 5% | x | 5%[9.22 µM] | x | -8%
Cc1ccc(NC(=O)CSc2ncc(-c3ccccc3)n2C(=O)c2ccccc2)cc1 | -20% | -12% | -3% | -2% | -12% | 2% | -27%
COC(=O)c1ccc(-n2cncn2)c(F)c1 | -5% | 1% | 14% | 0% | 24% | 0% | -4%
Cc1ccc(N2NC(=O)/C(=C/c3ccc(-c4ccc(Cl)c(C(=O)O)c4)o3)C2=O)cc1C | 13%[10 µM] | u | 3% | x | 2%[9.22 µM] | x | -4%
O=C(Nc1nnc(-c2ccccc2)o1)c1ccc(Cl)cc1 | -19% | -2% | -3% | -1% | -32% | u | 6%
CC(C)CC(=O)NC(=S)Nc1ccc(N2CCOCC2)c(Cl)c1 | -16% | -7% | -20% | 5% | u | -2%[46 µM] | -5%
COc1cc(-n2c(C)nc3cc(C(=O)O)ccc32)cc(OC)c1OC | 8% | -16% | 4% | -5% | 9% | 29%[46 µM] | -6%
COC(=O)[C@H](C)NC(=O)COc1ccccc1 | -27% | 1% | 6% | -6% | 2% | -3% | 9%
Cc1cc(Oc2ccccc2)nc(N2CCOCC2)n1 | 0% | 6% | -1% | -9% | -11% | 19% | 1%
O=c1c2ccccc2nc2c3ccccc3c3nncn3n12 | -10% | 7% | 2% | 0% | 10% | 6% | 7%
Cc1scc(C(=O)NNC(=S)NC(C)c2ccccc2)c1C (stereo not drawn) | x | 14% | u | -9% | 14% | u | -6%
COc1ccc(C(=O)C[n+]2ccc3ccccc3c2C)cc1 | 3%[10 µM] | -8% | -3% | x | -3%[9.22 µM] | x | -7%
COc1ccc(N(C(C)=O)S(=O)(=O)c2cccc3cccnc23)cc1 | -1%[10 µM] | 6% | 15% | -11% | 9% | 2% | -5%
CCOc1ccc(-n2c(=S)sc3c(=O)[nH]c(SCC(=O)N4CCC(C)CC4)nc32)cc1 | -20% | -8% | 2% | -6% | 14% | 13% | 0%
Cc1ccc2nc(SCC(=O)Nc3ccc4c(c3)OCCO4)[nH]c2c1 | 3% | 0% | -1% | -8% | 5%[9.22 µM] | -3% | -22%
O=C(Cc1ccc(-n2c(=O)[nH]c3ccsc3c2=O)cc1)N1CCN(c2ccc(Cl)cc2)CC1 | u | -4% | -5% | 5% | 14% | u | -2%
CCC(CC)NC(=O)c1n[nH]c(=O)c2ccccc12 | -2% | 0% | -1% | -5% | u | u | -1%
COc1cccc(CC(=O)Nc2ccc(S(=O)(=O)Nc3nc(C)cc(C)n3)cc2)c1 | -20% | 7% | -2% | -4% | 25% | u | -4%
C#CC(CC)(CC)NC(=O)NC1CCCCC1 | -7% | 8% | 15% | 3% | 7% | x | -9%
Cc1ccccc1S(=O)(=O)/N=C(/c1ccccc1)N1CCOCC1 | 7%[10 µM] | 4% | 8% | 13% | 18%[9.22 µM] | u | -5%
CNc1ccccc1C(=O)OC | -2%[10 µM] | 6% | 2% | x | -6%[9.22 µM] | x | 0%
COc1ccc(F)cc1S(=O)(=O)NC1CC(C)(C)NC(C)(C)C1 | -58%[inhibitor] | -1% | 2% | 3% | -8% | -4% | -5%
CCSc1cc(C)nc2c(-c3ccccc3)cnn12 | -9%[10 µM] | 22% | -2% | x | -11%[9.22 µM] | x | 4%
Cc1ccc(NC(=O)c2cc([N+](=O)[O-])ccc2Cl)c(O)c1 | -1%[10 µM] | -1% | 8% | 12% | -5% | -15%[46 µM] | 1%
Cc1ccc(S(=O)(=O)NCCSc2nnnn2-c2ccc(C(N)=O)cc2)cc1 | -6% | 9% | 5% | 0% | 2% | -14% | 4%
CCOP(=O)(OCC)/C(C#N)=C/c1c[nH]c2ccccc12 | 0%[10 µM] | -3% | -6% | -6% | 11%[9.22 µM] | x | -11%
O=C(NNC(=S)Nc1ccccc1C(F)(F)F)c1cccnc1 | -50%[inhibitor] | 3% | -30% | 7% | 40% | x | 4%
COc1ccc(CCN(C)CCCOc2ccc(S(=O)(=O)c3[nH]c4ccccc4c3C(C)C)cc2)cc1OC | -80%[inhibitor] | -12%[21.7 µM] | x | x | x | x | 3%
O=C(CCCc1ccccc1)NCCN1CCOCC1 | -20% | 1% | 6% | -3% | 17% | 5% | -4%
CCCOc1ccc(N2C(=O)CC(NCc3ccncc3)C2=O)cc1 (stereo not drawn) | -8%[0.074 µM] | -7% | 15% | 3% | -4% | 8% | -2%

3 structures from above, sorted by heavy-atom count, rising:
structure | HTT ATP protect | CBFb RUNX1 block | GAA glycogen | GAA inhib | HttQ103 aggreg | LMNA splice mod | aGlu spleen mod
O=C(CCCc1ccccc1)NCCN1CCOCC1 | -20% | 1% | 6% | -3% | 17% | 5% | -4%
Cc1ccc(NC(=O)c2cc([N+](=O)[O-])ccc2Cl)c(O)c1 | -1%[10 µM] | -1% | 8% | 12% | -5% | -15%[46 µM] | 1%
O=C(NNC(=S)Nc1ccccc1C(F)(F)F)c1cccnc1 | -50%[inhibitor] | 3% | -30% | 7% | 40% | x | 4%

Remaining list, next part:
structure | HTT ATP protect | CBFb RUNX1 block | GAA glycogen | GAA inhib | HttQ103 aggreg | LMNA splice mod | aGlu spleen mod
Nn1c(SCC(=O)Nc2nc3ccccc3s2)nncc1=O | 30%[10 µM] | 26% | 3% | 4% | 4% | -10% | -6%
CC(C)(C)C(=O)N1CCC[C@H]1C(O)(c1ccccc1)c1ccccc1 | x | 15% | -1% | 6% | 0% | u | -8%
O=C(O)C(Cc1ccccc1)NS(=O)(=O)c1ccc2c(c1)OCCO2 (stereo not drawn) | 0% | 2% | 0% | 3% | -13% | 11%[0.0737 µM] | -6%
CC(C)n1cc([C@@H]2C[C@H]3CN(Cc4cccc(Cl)c4)C(=O)[C@]34CCCN24)cn1 | 4%[10 µM] | -1% | 3% | u | -14%[9.22 µM] | x | 1%
CCC1=C(OC(=O)N(CC)CC)N2C(=O)OC(=NCC(=O)OC)[C@]2(Cc2ccccc2)[C@H]2C1=CC[C@H]1C(=O)N(CC(=O)OC)C(=O)[C@H]12 | -7% | 1%&6% | 3% | x | -9%[9.22 µM] | x | -9%&0%
CCN(C(=O)CSc1nnc(-c2ccc(F)cc2)c2ccccc12)C1CCS(=O)(=O)C1 (stereo not drawn) | 0%[10 µM] | -10% | 0% | -3% | u | u | -17%
CCCC(=O)NC(=S)Nc1ccc(C(C)=O)cc1 | -51%[inhibitor][10 µM] | 0% | -9% | -1% | u | -2% | -1%
O=c1cc(CN2CCN(CCO)CC2)c2cc3c(cc2o1)CCC3 | -25% | 2% | 1% | 1% | -3% | 12% | 5%
CCCOC(=O)C1[C@H]2C(=O)N(C(C)c3ccc(OC)cc3)C[C@]23C=C[C@H]1O3 (stereo partly drawn) | -23%[0.074 µM] | 7% | 4% | -5% | 17% | 13% | 2%
O=C(CSc1nnc2ccccn12)N1CCc2ccccc2C1 | -18% | 0% | 1% | -1% | 14% | -3% | 2%
O=C(Nc1cc(S(=O)(=O)N2CCOCC2)ccc1N1CCCC1)c1cc(=O)[nH]c2ccccc12 | 3%[10 µM] | 17% | u | x | -12%[9.22 µM] | x | 10µM*
CC(=O)c1cccc(CN2CCN(C(C)C)C(CCO)C2)c1 (stereo not drawn) | 15%[10 µM] | 4% | 3% | x | 0%[9.22 µM] | x | 3%
CCOc1ccc(NC(=O)CN(c2ccc(OCC)cc2)S(=O)(=O)c2c(C)[nH]c(=O)[nH]c2=O)cc1 | -26% | 3% | -10% | -2% | -2% | x | -2%
CCOC(=O)/C(C#N)=C\c1ccc(O)c(OC)c1 | -11% | -11% | -3% | -11% | -6% | 11%[46 µM] | x
CCN(CC)P(=O)(Nc1ccc(SC(F)F)cc1)c1ccc(N(C)C)cc1NC(=O)c1ccco1 (stereo not drawn) | -63%[inhibitor] | -17% | 3% | -15% | u | -18%[46 µM] | -6%
Cc1ccc(NC(=O)N(CCC#N)Cc2ccccc2)cc1 | 18%[10 µM] | 9% | 5% | x | 6%[9.22 µM] | x | -3%
CCOC(=O)c1nn(-c2ccccc2C)c2nc(-c3ccc(Cl)cc3)c(C#N)c(=O)n12 | 8% | 17% | 4% | -3% | 1% | -7% | -4%
O=C(NCC1COc2ccccc2O1)C1C2C=CC3(CN(Cc4cccs4)C(=O)C13)O2 (stereo not drawn) | 14% | 2% | 7% | u | 13% | 7% | -2%
CS(=O)(=O)N1CCN(C(=O)c2cccnc2)CC1 | 18%[10 µM] | -1% | 0% | 5% | 7% | -3% | 6%
Cc1ccc2ncc(NC(=O)c3ccc(F)cc3)c(=O)n2c1 | 3% | -3% | 6% | 3% | 5%[9.22 µM] | 6% | 3%
Cc1ccc(S(=O)(=O)Oc2cc(N)c3c(n2)CCC3)cc1 | 2%&9%[10 µM] | 4% | 6% | -2% | 16%[9.22 µM] | x | 3%
CC(C)(C)NC(=O)CSc1ccc(C(C)(C)C)cc1 | -4%[1.9 µM] | 9% | -5% | -4% | -21% | -9% | 4%
CCC(=O)Nc1ccc(C(=O)n2ccc(C)n2)cc1 | -14%[10 µM] | -5% | -7% | -1% | -3% | 4% | -1%
Cc1cc(C)nc(NC(=O)NS(=O)(=O)Nc2ccc(Br)cn2)n1 | -4% | -2% | -7% | -8% | 0% | 3% | -5%
CC(C)(C)C(=O)Nc1nnc(CC(=O)NCc2ccccc2)s1 | -14% | -4% | 22% | -1% | 10% | u | 7%
CCOc1ccc(N2C(=O)CN=C2Nc2ccccc2Cl)cc1 | 5% | 2% | -10% | 10% | 14% | 2% | 0%
CC(=O)NC(c1ccco1)c1ccc2cccnc2c1O (stereo not drawn) | -27% | -11% | 6% | -15% | 3.5µM* | u | 0%
COC(=O)c1c(NC(=O)COC(=O)Cn2cnc3ccccc32)sc2c1CCCC2 | 41%[1.9 µM] | 4% | -1% | -4% | -13% | -13% | -5%
Clc1nc(N2CCOCC2)ncc1Br | 7%[10 µM] | 5% | 4% | x | -2%[9.22 µM] | x | -5%
Cc1ccc(S(=O)(=O)N2CCSC2)cc1C | -17% | -1% | -9% | 2% | -12% | 3% | -1%
